# Assay outcomes: PubChem, several laboratories
# TCR CD3 inh – inhibitors of human TCR-CD3 interaction, primary screen, biochemical, fluorescence, TAMRA-labeled TCR probe; T-cell receptor (TCR); inhibition, % at 9.4 µM; actives 0.37% (n = 360,000); in the data active means inhibition above about 19%;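 further: recombinant mutant TCR 2C K166C tagged with TAMRA read by polarization; 0% = receptor in buffer alone and 100% = receptor with positive control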
# HTRA1 inhibitor – HTRA1 serine protease inhibitors, primary screen, biochemical, fluorescence polarization, HTS; actives 0.5% (n = 340,000); recombinant HTRA1, FP-rhodamine activity-based probe; AID 504803, 2011; inhibition, % at 5.96 µM; in the data active means inhibition above about 36%;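 further: 0% = enzyme with DMSO and 100% = wells lacking enzyme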
# TDP2 absorb – human TDP2 enzyme inhibitors, primary screen, biochemical, epi absorbance, recombinant enzyme; Tyrosyl-DNA phosphodiesterase 2 (Homo sapiens), O95551; T5PNP hydrolysis, p-nitrophenol absorbance 415 nm; inhibition, % at 12.8 µM; actives 0.34% (n = 370,000); AID 720702, 2013;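 active means inhibition above the mean of all tested compounds plus 3 SD, set per campaign, cut at about 25% in these data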;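 further: 0% = DMSO with enzyme and 100% = buffer with substrate but no TDP2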
# Target sequence (O95551 whole entry, looked up): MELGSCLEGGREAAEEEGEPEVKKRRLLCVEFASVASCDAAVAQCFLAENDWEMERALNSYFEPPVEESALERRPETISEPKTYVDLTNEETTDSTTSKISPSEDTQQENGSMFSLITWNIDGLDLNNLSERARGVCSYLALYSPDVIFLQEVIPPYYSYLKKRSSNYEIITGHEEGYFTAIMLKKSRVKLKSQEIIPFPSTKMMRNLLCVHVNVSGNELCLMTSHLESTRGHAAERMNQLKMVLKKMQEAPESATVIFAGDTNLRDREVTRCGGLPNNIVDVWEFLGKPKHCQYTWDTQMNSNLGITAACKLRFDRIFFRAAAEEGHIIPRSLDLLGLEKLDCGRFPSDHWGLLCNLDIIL
#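 test system = human TDP2 enzyme | input = TDP2 enzyme at 120 nM final | medium = 50 mM Tris-HCl pH 7.5 with Mg2+, KCl, DTT, BSA | also added = T5PNP substrate, 5 mM | times = 2 h at 37 °C | technique = epi absorbance | benchmarks = high control without enzyme, low control DMSO plus TDP2 | replication = each compound tested once, singlicate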
# PG9 binder – binders of HIV-1 gp120 antibody PG9, primary screen, biochemical, TR-FRET. HIV-1 gp120 / PG9 antibody interaction. TR-FRET gp120-PG9 antibody binding. inhibition, % at 6.7 µM. actives 0.43% (n = 360,000); in the data active means inhibition above about 8.5%
# ABHD4 inh – ABHD4 inhibitors, primary screen, biochemical, fluorescence polarization, mouse | (Lyso)-N-acylphosphatidylethanolamine lipase (Mus musculus), Q8VD66 | purified mABHD4, FP-Rh probe fluorescence polarization | inhibition, % at 8.92 µM | actives 0.54% (n = 370,000) | AID 720543, 2013;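 active means inhibition exceeding the mean over every tested compound plus 3 SD, cut at about 30% in these data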;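 further: 0% = plate median of compound wells and 100% = S159A mutant with DMSO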
# Target sequence (Q8VD66 whole entry, looked up): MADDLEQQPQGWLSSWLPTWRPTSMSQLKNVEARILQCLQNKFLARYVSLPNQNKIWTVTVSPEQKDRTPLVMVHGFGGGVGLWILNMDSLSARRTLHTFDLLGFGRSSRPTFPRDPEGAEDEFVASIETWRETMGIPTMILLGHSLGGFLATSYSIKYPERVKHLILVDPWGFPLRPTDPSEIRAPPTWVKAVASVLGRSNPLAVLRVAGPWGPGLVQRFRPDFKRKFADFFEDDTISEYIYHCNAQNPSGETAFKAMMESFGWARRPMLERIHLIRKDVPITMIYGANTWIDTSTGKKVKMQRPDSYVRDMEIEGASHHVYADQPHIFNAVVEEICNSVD
#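 Assay system: wild-type mouse ABHD4 protein; compound: single nominal dose of 8.92 µM, 0.89% DMSO final; schedule: 45 min + 60 min at 25 °C; measured by: FP readout, ex 525 nm / em 598 nm; evaluation: % inhibition of FP-Rh probe binding versus controls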
# rCAG binder – binders of r(CAG) RNA repeats, primary screen, biochemical, fluorescence; r(CAG) RNA repeat, TO-PRO-1 dye displacement fluorescence; inhibition, % at 3 µM; actives 1.3% (n = 370,000);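 active means inhibition above the plate cutoff, the mean of all test compounds on that plate plus 3 SD, cut at about 35% in these data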;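 further: 0% = DMSO alone and 100% = 100 µM mitoxantrone as full dye displacement; higher means more dye released from RNA so lower well fluorescence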
# PRMT1 inh – PRMT1 methyltransferase inhibitors, primary screen, biochemical, fluorescence polarization; Protein arginine N-methyltransferase 1 (Homo sapiens), Q99873; actives 1.3% (n = 370,000); inhibition, % at 2.79 µM; recombinant PRMT1, activity-based probe fluorescence polarization;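 active means inhibition above about 21% made by adding two undisclosed values, limit read from the data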
# Target sequence (Q99873 whole entry, looked up): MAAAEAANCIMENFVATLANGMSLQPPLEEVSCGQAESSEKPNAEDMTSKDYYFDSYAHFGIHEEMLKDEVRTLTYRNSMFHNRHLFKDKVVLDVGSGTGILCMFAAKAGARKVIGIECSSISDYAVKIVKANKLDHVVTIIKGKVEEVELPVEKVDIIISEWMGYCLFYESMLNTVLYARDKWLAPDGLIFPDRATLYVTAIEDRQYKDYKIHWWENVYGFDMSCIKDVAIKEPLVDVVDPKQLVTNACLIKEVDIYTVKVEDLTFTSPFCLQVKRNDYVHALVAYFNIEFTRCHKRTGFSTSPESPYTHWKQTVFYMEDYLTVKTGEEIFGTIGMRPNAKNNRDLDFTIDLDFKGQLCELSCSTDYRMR
# LEDGF integ inh – blockers of LEDGF/p75-dependent integrase strand transfer – biochemical, TR-FRET, high throughput, primary screen; HIV-1 integrase (with human LEDGF/p75); actives 0.64% (n = 370,000); inhibition, % at 3.7 µM; TR-FRET IN-LEDGF/p75 DNA integration, Eu/Cy5;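 active means inhibition above the screen-wide mean plus 3 SD, cut at about 13% in these data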;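 further: signal is the Cy5 over europium emission ratio at 671 and 618 nm; 0% = plate median of compound wells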
# Rev-erbA mod – modulators of Rev-erb alpha DNA binding, primary screen, biochemical, FITC-DNA, fluorescence polarization, uHTS; Nuclear receptor subfamily 1 group D member 1 (Homo sapiens), P20393; Rev-erbα–FITC-DNA binding, 90 min; activity, % at 10 µM; actives 0.79% (n = 370,000); AID 1259318, 2017;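 active means activity above about 14%, limit read from the data; passing the limit was not always enough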;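 further: 0% = DMSO wells with 35 nM protein and 100% = DMSO wells with 750 nM protein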
# SIAE inh – human SIAE inhibitors, primary screen, biochemical, fluorescence polarization, FP-Rh probe, 1536-well HTS; Sialate O-acetylesterase (Homo sapiens), Q9HAT2; actives 0.69% (n = 370,000); SIAE FP-Rh probe binding; inhibition, % at 9.66 µM;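 active means inhibition above a cutoff: mean of compounds within the control limits plus 3 SD of those, cut at about 17% in these data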;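 further: 0% = plate median of compound wells and 100% = probe without SIAE protein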
# Numbers without * were called inactive; / = no result given. An excerpt; count on the stated rates, not on these rows.
SMILES,TCR CD3 inh,HTRA1 inhibitor,TDP2 absorb,PG9 binder,ABHD4 inh,rCAG binder,PRMT1 inh,LEDGF integ inh,Rev-erbA mod,SIAE inh
C=CC[C@@H](CC(=O)N(CCO)Cc1ccccc1)C(=O)N[C@@H](C)COC(=O)[C@@H](CC=C)CC(=O)OC(C)(C)C,1,5,-6,-3.1,2,-11,7,8,0,4
NC(=O)[C@H]1CC2(CC(c3cccc(NC(=O)COc4ccc(Cl)cc4)c3)=NO2)CN1C(=O)CC(c1ccccc1)c1ccccc1 (stereo partly specified),54*,-101,-6,0.4,-85,14,2,0,4,-73
CCOC(=O)c1cc2c(=O)n3ccccc3nc2n(CC(C)C)c1=NC(=O)c1c(-c2c(F)cccc2Cl)noc1C,3,-1,-4,-0.8,-1,1,0,1,3,-10
O=C(CSc1nn(-c2ccccc2)c(=S)s1)NC(=O)NCc1ccco1,-2,-8,-13,-1.2,-8,7,12,4,-10,-8
Cc1ccc(S(=O)(=O)N2CCC(=O)N(CCOCc3ccccc3)CC2)cc1,0,-5,6,-0.8,3,-3,-1,2,-8,-1
O=C(COC(=O)c1ccc(F)cc1F)Nc1cc(S(=O)(=O)N2CCOCC2)ccc1Cl,1,-4,4,1.4,4,0,1,1,2,-2
CCc1c(C(=O)N/N=C/c2cccs2)nnn1-c1nonc1N,-6,2,-10,-0.4,3,-1,2,-1,3,-5
Nc1ccc2c(c1)C(=NO)c1ccccc1-2,-6,8,0,-3.3,9,5,3,-8,12,9
CCCCn1nc(NC(=O)CCC)c2cc3cc(OC)ccc3nc21,-5,-11,2,-4.5,8,0,4,-3,-1,-4
CCOC(=O)c1c[nH]c2c(C)cc(C)cc2c1=O,-1,-4,-7,-1.2,-2,-3,1,-1,0,10
CN1C(=O)CC(c2ccco2)Sc2ccccc21 (stereo unspecified),1,-2,13,0.5,7,1,4,1,-4,-3
CCOC(=O)c1cc(C(=O)NCc2ccc(Cl)cc2Cl)nn1C,3,-12,-7,-0.3,-3,-1,-4,-3,-4,-5
O=C(Nc1ccc(-n2cnnn2)cc1)C(c1ccccc1)c1ccccc1,0,-3,-2,-2.1,-3,5,-5,6,9,-1
CSc1nn2c(C)c(C)c(C)nc2c1C#N,-5,8,-6,0.7,-10,-1,3,7,2,-5
COc1cccc(CC(NC(C)=O)C(=O)NC2CCN(c3ncccc3[N+](=O)[O-])CC2)c1 (stereo unspecified),8,/,-2,1.2,-2,-5,-2,0,7,-6
C(=C\c1ccccc1)/CN1CCN(C(c2ccnc3ccccc23)c2nnnn2C2CCCCC2)CC1 (stereo unspecified),6,/,-1,-0.5,0,8,-3,0,6,2
COc1ccc(NC2=C3CCCC=C3N(c3ccc(OC)cc3)C2=O)cc1,-3,3,7,-3.6,4,3,5,-1,0,8
CCC1CCCCN1C/C=C/c1ccccc1[N+](=O)[O-] (stereo unspecified),4,4,8,-0.4,1,2,3,1,3,4
O=C(COC(=O)/C=C/c1ccc(OC(F)F)cc1)NC1CCCC1,-4,0,-13,0.1,-13,2,12,-6,2,4
Cc1nonc1OCCN1CCN(c2ccccc2[N+](=O)[O-])CC1,4,5,4,-0.5,-7,-4,-3,0,6,8
CCCN1CCN(C(c2cc3cc(OCC)ccc3[nH]c2=O)c2nnnn2C2CCCCC2)CC1 (stereo unspecified),-6,-2,-6,1.5,9,-8,2,-1,3,-4
N#Cc1ccc(C(=O)N/N=C/c2cn(CC(=O)O)c3ccccc23)c(F)c1,0,7,9,1.6,-1,3,1,2,2,1
Cc1cccc(OCC(O)CN2CCc3ccccc3C2)c1 (stereo unspecified),6,-1,7,0.0,3,-7,0,1,2,0
CCOc1cc(C2C(C(=O)OCC(C)C)=C(C)N=C3SCCC(=O)N32)ccc1OC(C)=O (stereo unspecified),3,2,7,0.2,-7,-10,0,0,-1,1
COc1ccccc1-c1cc2c(c3c1ccn3C)C1CCC2C1 (stereo unspecified),-4,/,-2,-0.5,8,3,2,-2,9,3
# More structures.
SMILES,TCR CD3 inh,HTRA1 inhibitor,TDP2 absorb,PG9 binder,ABHD4 inh,rCAG binder,PRMT1 inh,LEDGF integ inh,Rev-erbA mod,SIAE inh
O=C(c1cccnc1)N1CCN(Cc2ccc3ccccc3c2)CC1,3,9,31*,1.3,16,-6,3,-3,9,-3
COC(=O)NC1CSCC1OC(=O)c1ccc(Br)cc1 (stereo unspecified),-2,1,7,2.0,4,-6,0,-5,-7,2
CCCC(=O)Nc1ccc(C(=O)Nc2cc(C(F)(F)F)ccc2Cl)cc1,2,-12,-8,-1.2,-19,4,-2,-1,0,-18
Cn1c(NCCO)nc2c1c(=O)n(Cc1ccc(F)cc1)c(=O)n2C,-1,7,-16,-2.1,-6,3,-3,6,-1,6
Cc1nc2cc(C(=O)O)ccc2n1-c1ccccc1,1,1,6,-0.1,2,4,1,1,-1,-3
CC1(C)C(CO)=CC(=O)C2=C1SCC(=O)N2,3,11,10,-3.1,3,3,-1,0,-4,-2
COc1ccccc1NC(=S)N/N=C/c1cccc(C)c1,5,-12,8,-0.8,-9,7,2,-2,3,4
COc1cc(/C=C/C(=O)NCC(=O)N2CCC(N(C)CCN3CCOCC3)CC2)ccc1OC(C)C,-1,37*,-1,-1.2,3,-8,-1,-4,-4,1
CCOc1ccc2[nH]c(=O)c(CN(CCO)C(=O)c3ccc(F)cc3)cc2c1,4,-3,-13,-0.2,5,-3,-3,0,-9,2
Cc1cc2c(nc1C)CCCN2S(=O)(=O)c1ccc(C#N)cc1,0,/,4,-0.2,3,1,2,1,3,-3
CCCNC(=O)Cn1cc(S(=O)(=O)N2CCCC2)c(S(=O)(=O)N2CCCC2)c1,6,6,16,-1.3,-1,2,1,-2,4,-2
O=C(NC1(C(F)(F)F)N=C2SCCN2C1=O)c1ccccc1F (stereo unspecified),7,/,9,0.4,3,1,1,6,0,0
Cc1nc(SCC(=O)Nc2ccccn2)n[nH]1,5,-3,4,-0.5,-4,-1,-3,-2,2,7
CCCCOc1cccc(C(=O)NC(=S)Nc2cccc(NC(=O)c3ccccc3Cl)c2)c1,6,-6,6,0.4,-4,1,1,0,-1,-37
O=C(C[n+]1cccc(/C=N/O)c1)NC(=O)Nc1ccccc1,2,/,4,0.0,3,4,-8,2,-3,-1
CC(=O)c1sc(NC(=O)c2ccccc2C)nc1C,1,0,-2,0.4,5,-3,1,-5,-7,-5
Cc1[nH]c2ccccc2c1/C=C(\C#N)S(=O)(=O)c1ccccc1,9,-47,-14,0.8,-28,20,-1,-3,-3,-23
CCCn1c(NC(=O)C2CCN(C(=O)c3ccc(F)cc3)CC2)nc2ccccc21,-3,4,-9,-1.1,12,-8,5,-4,9,3
Cc1ccc(C(=O)N/C(=C/c2ccc(N(C)C)cc2)C(=O)NCC2CCCO2)cc1 (stereo unspecified),0,3,15,-9.1,-3,-2,-2,0,-2,0
C[C@@]12C(=O)N(CC3CCCO3)CC(=O)N1[C@H]1c3ccccc3OC[C@@H]1[C@@H]2c1ccccc1 (stereo partly specified),3,-2,10,1.7,-1,-7,-2,0,0,4
Clc1ccccc1Cn1nnc(-c2cccs2)n1,-2,-14,-2,-1.3,-7,-2,1,1,1,2
N/C(=N\OC(=O)Cc1ccccc1)c1ccc([N+](=O)[O-])cc1,1,-4,16,-1.5,-1,2,0,-3,1,3
S=C(NNC(=S)NC1CC2CCC1C2)NC1CC2C=CC1C2 (stereo unspecified),-6,/,-17,2.0,-6,8,2,0,0,1
O=C(NCc1cccs1)C1CCCN(S(=O)(=O)c2ccc3c(c2)OCO3)C1 (stereo unspecified),0,-3,-2,-0.3,2,-1,0,-1,-3,-2
CSc1nnnc2ccccc12,-5,5,-3,0.2,-4,0,2,-1,-2,-1

# Ordered by SMILES length (low to high): part of the list above.
SMILES,TCR CD3 inh,HTRA1 inhibitor,TDP2 absorb,PG9 binder,ABHD4 inh,rCAG binder,PRMT1 inh,LEDGF integ inh,Rev-erbA mod,SIAE inh
CC1(C)C(CO)=CC(=O)C2=C1SCC(=O)N2,3,11,10,-3.1,3,3,-1,0,-4,-2
CCCn1c(NC(=O)C2CCN(C(=O)c3ccc(F)cc3)CC2)nc2ccccc21,-3,4,-9,-1.1,12,-8,5,-4,9,3
CCCCOc1cccc(C(=O)NC(=S)Nc2cccc(NC(=O)c3ccccc3Cl)c2)c1,6,-6,6,0.4,-4,1,1,0,-1,-37

# The list continues.
SMILES,TCR CD3 inh,HTRA1 inhibitor,TDP2 absorb,PG9 binder,ABHD4 inh,rCAG binder,PRMT1 inh,LEDGF integ inh,Rev-erbA mod,SIAE inh
COc1ccc(-c2noc(CCCC(=O)NCCc3ccccc3)n2)cc1OC,5,0,1,0.0,-1,-9,-1,-3,0,-6
CCCCN1CC(=O)N2[C@H]3c4cc(C)ccc4OC[C@@H]3[C@H](c3ccccc3)[C@]2(C)C1=O,4,-4,0,-1.9,-7,-33,4,0,3,6
COC(=O)c1ccc(OC)cc1OCC(=O)N1CCN(c2ccc(F)cc2)CC1,-4,6,-4,-0.8,1,-10,-1,-2,-1,2
CC1=C(C(=O)Nc2ccccn2)C(c2ccc(Br)cc2)NC(=S)N1 (stereo unspecified),4,-2,-15,-2.0,-8,6,6,8,1,-5
NC(=O)c1ccc(Nc2ccc3c(c2)CCC3)c([N+](=O)[O-])c1,1,5,10,-2.5,13,6,-3,-1,8,-1
COc1cc(OC)c2c(OC)cccc2n1,0,-10,-6,-0.2,-1,-1,0,-6,-3,-13
COc1ccc(-c2n[nH]c(=S)n2-c2ccc3c(c2)OCCO3)cc1,-4,1,1,-0.1,10,5,3,-3,-5,2
COc1ccc(NC(C)C(=O)Nc2cc(C(F)(F)F)ccc2N2CCOCC2)c(OC)c1 (stereo unspecified),1,3,0,-2.7,1,-3,0,-4,4,8
Nc1nc(CN2CCN(c3ccccc3)CC2)nc(N2CCCc3ccccc32)n1,-2,-7,1,-1.6,-4,-4,-2,11,-1,15
COc1ccc(NC(=O)N[C@@H](CCSC)C(=O)O)cc1OC,-2,4,19,0.9,5,-2,0,-1,-8,2
CC(C)(C)c1ccc(C(=O)c2c[nH]c(C(=O)NCCCn3ccnc3)c2)cc1,-2,-6,1,1.2,-1,-5,-5,4,-3,2
Nc1c(Cl)c(Cl)nc(C(=O)N/N=C/c2cccnc2)c1Cl,6,/,10,0.3,-2,1,2,-2,1,-2
C#Cc1cccc(NC(=O)Cc2cccs2)c1,2,3,-7,1.1,-1,-3,-3,2,-1,-2
